SK-BR-3 tox 24h = SK-BR-3 proliferation inhibitors, primary screen, cell-based, human, 24 h; SK-BR-3 viability, CellTiter-Glo ATP luminescence; active compounds read low; viability, % at 10 µM; 41,000 compounds, 0.47% hits;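 active means viability at or below the median of all test compounds minus 3 SD, in both replicates if run twice, cut at about 45% in these data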;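 further: 100% = median untreated cell wells and 0% = median positive control drug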
An asterisk follows results filed as active. Not all compounds are listed; the hit share may differ from the screen's.

COCCNC(=O)C(c1ccccc1)N(Cc1cccs1)C(=O)Cn1nnc2ccccc21 (stereo not drawn)
  SK-BR-3 tox 24h = 119
CCOC(=O)c1cccc(NC(=O)CSc2nnc(-c3cccnc3)n2C)c1
  SK-BR-3 tox 24h = 92
CSc1nc(-c2ccco2)cc(-c2ccccc2)c1C#N
  SK-BR-3 tox 24h = 99
CCCNC(=O)CC1Sc2ccccc2NC1=O (stereo not drawn)
  SK-BR-3 tox 24h = 97
CSCC[C@H](NC(=O)Nc1ccc(C)cc1C)C(=O)O
  SK-BR-3 tox 24h = 73
CC(Sc1nc(N2CCCCC2)c2c(c1C#N)CCCC2)C(=O)O (stereo not drawn)
  SK-BR-3 tox 24h = 60
Cc1ccccc1C(=O)NCc1ccncc1
  SK-BR-3 tox 24h = 121
COc1ccc(CN(CCN(C)C)Cc2ccccc2)c(OC)c1
  SK-BR-3 tox 24h = 82
Cc1ccc(CCN2CC(C(=O)NCCN3CCOCC3)CC2=O)cc1 (stereo not drawn)
  SK-BR-3 tox 24h = 73
CC1(C)C(=O)C2(CCCCC2)C(=O)OC1c1cccs1 (stereo not drawn)
  SK-BR-3 tox 24h = 90
OC1(c2cccc(C(F)(F)F)c2)CCNCC1
  SK-BR-3 tox 24h = 106
Clc1ccccc1-c1nnc2sc(CCc3ccccc3)nn12
  SK-BR-3 tox 24h = 88
COc1cc(C)nc(N(C)S(=O)(=O)c2ccccc2Cl)n1
  SK-BR-3 tox 24h = 52
O=C1OC(NC(=O)c2ccccc2)C(N2CCOCC2)=C1Cl (stereo not drawn)
  SK-BR-3 tox 24h = 103
CC(=O)NC1CC2CCCC(C1)N2CC(=O)NCc1ccc(F)cc1 (stereo not drawn)
  SK-BR-3 tox 24h = 96
COc1ccc(N2CCCn3c2nc2c3c(=O)n(Cc3ccccc3F)c(=O)n2C)c(OC)c1
  SK-BR-3 tox 24h = 90
Cc1cccc(N=C2NC(=O)/C(=C3/C(=O)N(C)c4ccccc43)S2)c1C
  SK-BR-3 tox 24h = 112
COc1ccc(Cc2nnc(SCC(=O)NC3CCCCC3)n2C)cc1
  SK-BR-3 tox 24h = 92
CCCS(=O)(=O)N1CCN(C(=O)c2cc(OC)cc(OC)c2)CC1
  SK-BR-3 tox 24h = 104
Cc1ccnc(SCC(=O)Nc2oc(-c3ccccc3)c(-c3ccccc3)c2C#N)n1
  SK-BR-3 tox 24h = 94
C=CCOC(=O)N1CCN(c2cccc(C(F)(F)F)c2)CC1
  SK-BR-3 tox 24h = 89
O=C(O)COCC(=O)Nc1ccc2c(c1)CCC2
  SK-BR-3 tox 24h = 94
Cn1c(-c2ccc(F)cc2)cnc1NCc1ccccc1
  SK-BR-3 tox 24h = 95
COC(=O)CC1C(=O)NC2CCCCC2N1C(=O)c1ccccc1 (stereo not drawn)
  SK-BR-3 tox 24h = 88
Cc1ccc2cc(CN(Cc3nnnn3C3CCCC3)C3CCCCC3)c(=O)[nH]c2c1C
  SK-BR-3 tox 24h = 100

CN(C)C(=O)c1ccc(Oc2ccc(C(=O)N(C)C)cc2)cc1
  SK-BR-3 tox 24h = 85
Nc1cccc(-c2nc3ccc(N)cc3s2)c1
  SK-BR-3 tox 24h = 94
Cc1ccccc1OC(C)c1nc(-c2ccccc2)no1 (stereo not drawn)
  SK-BR-3 tox 24h = 92
CC(C)c1ccc(-c2noc(C3CCCN(C(=O)c4ccc(F)cc4F)C3)n2)cc1 (stereo not drawn)
  SK-BR-3 tox 24h = 106
Oc1[nH]c2ccccc2c1C=NCC1CCCO1 (stereo not drawn)
  SK-BR-3 tox 24h = 92
O=S(=O)(c1ccccc1)c1ccccc1/C=N\O
  SK-BR-3 tox 24h = 82
CN(C)C(=O)CSc1cccc2cccnc12
  SK-BR-3 tox 24h = 86
Cc1cccc(S(=O)(=O)C(C#N)c2nc3ccccc3nc2N2CCOCC2)c1 (stereo not drawn)
  SK-BR-3 tox 24h = 93
CCc1nnc(NC(=O)CSc2nnc(CNc3ccc(Cl)cc3)o2)s1
  SK-BR-3 tox 24h = 87
COc1cc(C2c3c(oc4ccccc4c3=O)C(=O)N2CCN2CCOCC2)cc(OC)c1OC (stereo not drawn)
  SK-BR-3 tox 24h = 91
Cc1ccnc(NS(=O)(=O)c2ccc(NC(=O)C3CCCCC3)cc2)n1
  SK-BR-3 tox 24h = 105
Cc1ccc(NCc2nnc(SCC(=O)NCc3ccco3)n2CC2CCCO2)cc1Cl (stereo not drawn)
  SK-BR-3 tox 24h = 95
COc1ccc(OCc2nn3c(-c4ccco4)nnc3s2)cc1
  SK-BR-3 tox 24h = 87
Cc1ccc2c(c1)nnn2C1CCN(CC(=O)Nc2ccccc2N2CCOCC2)CC1
  SK-BR-3 tox 24h = 74
O=C(NCc1ccco1)C1(c2ccccc2)CCCC1
  SK-BR-3 tox 24h = 73
c1cncc(-c2noc(C34CC5CC(CC(C5)C3)C4)n2)c1
  SK-BR-3 tox 24h = 89
CCOC(=O)c1[nH]c2ccc(OC)cc2c1NC(=O)CN1CCN(c2ccccn2)CC1
  SK-BR-3 tox 24h = 90
COc1cccc(NC(=O)COc2ccc(N3CC(C(=O)NCC(C)C)CC3=O)cc2)c1 (stereo not drawn)
  SK-BR-3 tox 24h = 80
CCC1(CC)C(=O)N(C)C(=O)NC1=NCc1ccccc1
  SK-BR-3 tox 24h = 97
Cc1cccc(NC(=O)CN2CCCN(S(=O)(=O)c3ccc(Br)s3)CC2)c1
  SK-BR-3 tox 24h = 71
CC(C)OCCCNc1nc2c([nH]1)c(=O)n(C)c(=O)n2C
  SK-BR-3 tox 24h = 81
O=C(OCc1nc(-c2ccccc2)oc1COC(=O)c1ccco1)c1ccco1
  SK-BR-3 tox 24h = 88
Cc1cccn2c(=O)c(C=Nc3ccccc3)c(NCCO)nc12
  SK-BR-3 tox 24h = 98
Nc1ccc(-n2c(N)c(C(=O)NCc3ccc4c(c3)OCO4)c3nc4ccccc4nc32)cc1
  SK-BR-3 tox 24h = 103
O=C(CCCCCN1C(=O)CCC1=O)Nc1ncn[nH]1
  SK-BR-3 tox 24h = 94

(continued)
structure	SK-BR-3 tox 24h
O=C(c1cn(CC(=O)N2CCCC2)c2ccccc12)C1CCCCC1	107
CC12CCC(C(=O)NCCN3CCCCC3)(CC1=O)C2(C)C (stereo not drawn)	103
COc1ccccc1N1CCN(C(=O)CN(c2cc(C)cc(C)c2)S(C)(=O)=O)CC1	99
COc1ccc2[nH]c3c(NCCN4CCCCC4)ncnc3c2c1	86
Cc1ccc(CNC(=O)c2ccc(CN3CCOCC3)cc2)cc1	108
COc1ccc(CCN2CC34C=CC(O3)C(C(=O)NCc3ccccc3)C4C2=O)cc1OC (stereo not drawn)	84
CCCCCc1c(O)c2ccccc2[nH]c1=O	86
C=CCn1c(SC(CCO)C(=O)NCc2ccco2)nc2sc3c(c2c1=O)CCC3 (stereo not drawn)	80
CC(N=C1NS(=O)(=O)c2ccccc21)c1ccccc1 (stereo not drawn)	99
CN1CCN(CCCN2c3ccccc3Sc3ccc(C(F)(F)F)cc32)CC1	75
CC1(C)C2CCC(C2)C1(C)NC(=O)CN1CCOCC1 (stereo not drawn)	91
COc1cc(NC(=O)c2cnn3c(C)cc(C)nc23)c(OC)cc1Cl	99
CC1(C)N=C(C(=O)c2ccccc2)N(O)C1(C)O (stereo not drawn)	88
CCOC(=O)c1ccc(NC(=O)CCc2ccc(CC)o2)cc1	99
CC(C)c1ccc(NC(=O)CSc2nnc(-c3ccccn3)n2C)cc1	103
COc1ccccc1-c1cc(C(=O)NCc2cccs2)no1	68
Cc1ccc(O)c(C2=NOC(O)(C(F)(F)C(F)F)C2)c1 (stereo not drawn)	99
COc1ccccc1CC(NC(C)=O)C(=O)NC1CCN(c2nnnn2-c2ccccc2)CC1 (stereo not drawn)	75
COCCNC(=O)c1c[nH]c2ccc(OC)cc2c1=O	94
Cc1ccc(Cn2ccc(NC(=O)c3cc(-c4ccc5c(c4)OCO5)on3)n2)cc1	92
O=S(=O)(NCCNS(=O)(=O)c1ccccc1)c1ccccc1	87
Cc1ccc(NC(=O)N2CCC(C(=O)NCC(C)C)CC2)cc1	74
Cc1cc(OCC(=O)N2CCOCC2)cc2oc(=O)c3ccccc3c12	92
CCOC(=O)C1=C(C)NC2=C(C(=O)CCC2)C1c1cc(OC)ccc1OC (stereo not drawn)	104
CCNC(=O)CN(c1ccc(CC)cc1)S(C)(=O)=O	98
Cc1ccc(S(=O)(=O)Cn2nnnc2C(CC(C)C)N2CCN(C(=O)c3ccco3)CC2)cc1 (stereo not drawn)	102
CC1CCCCC1NC(=O)CSc1nnc(-c2ccccc2)n1N (stereo not drawn)	126
CCOC(=O)N1CCN(c2ncnc3c2[nH]c2ccc(OC)cc23)CC1	107
CCOC(=O)c1ccc(NC(=O)c2ccc(NS(C)(=O)=O)cc2)cc1	101
Cc1ccc(OCC(=O)Nc2cccc(-c3nnc(-c4ccccc4)o3)c2)cc1	112
CC(=O)NS(=O)(=O)c1ccc(NC(=O)CCC2CCCC2)cc1	89
OC(c1ccccc1)C1CN(Cc2ccccc2)CCC1(O)c1ccccc1 (stereo not drawn)	74
O=C1C2C3c4ccccc4C(c4ccccc43)C2C(=O)N1CN1CCOCC1 (stereo not drawn)	88
CCc1noc(C)c1C(=O)NCCc1ccc(OC)c(OC)c1	105
COC(=O)c1cc(-c2ccc3c(c2)OCO3)nc2ccccc12	87
CCCCNC(=O)Cn1cnc2sc(C(=O)OCC)c(C)c2c1=O	87
CCCN(Cc1cc2cc(OC)ccc2[nH]c1=O)C(=O)c1ccncc1	91
Cc1nc2c(-c3ccc(F)cc3)c(C)nn2c(N2CCOCC2)c1C	80
O=C(c1cccnc1NCc1ccccc1)N1CCOCC1	99
CCCC(=O)Nc1ccc(C(=O)N2CCCC2)cc1	84
CCCCOC(=O)Nc1ccc(N2CCOCC2)cc1	88
COc1cc(NC(=O)CCN2CCN(Cc3ccccc3)CC2)cc(OC)c1	59
Cc1cccnc1NC(=O)Nc1cccc(C(F)(F)F)c1	86
Cc1nnc(SCC(=O)Nc2cccc(C(F)(F)F)c2)n1Cc1ccco1	89
Cc1ccc2nc(SCC(=O)NCC3CCCO3)c(C#N)cc2c1 (stereo not drawn)	94
COC(=O)c1cc(OC)c(OC)cc1NC(=O)CN1CCCCC1	93
COc1ccc(Cl)cc1NC(=O)CSc1nncn1-c1cccnc1	88
N#Cc1c(N)nc2c(c1-c1cccc(O)c1)CCCCCC2	74
Cc1ccc2nsnc2c1S(=O)(=O)N(Cc1cc2cccc(C)c2[nH]c1=O)CC1CCCO1 (stereo not drawn)	85
CCC(C)n1[nH]c(=O)cc1N (stereo not drawn)	71
O=C(O)c1cccc(NC(=O)C2C3C=CC(C3)C2C(=O)OCC(F)(F)C(F)F)c1 (stereo not drawn)	98
Cc1nnc(N2CCc3ccccc3C2)[nH]c1=O	90
O=C(c1ccco1)N1CCN(S(=O)(=O)c2cccc(C(F)(F)F)c2)CC1	91
N#CCSc1nc2sc3c(c2c(=O)n1C1CCCCC1)CCCC3	86
COCCNC(=O)C1CCN(S(=O)(=O)c2ccccc2)CC1	106
N#CC1=C(SCc2ccccc2)NC(=O)C(C#N)C12CCCC2 (stereo not drawn)	82
CCN(C(=O)CSc1ncn[nH]1)c1cccc2ccccc12	107
COc1ccccc1NC(=O)C(CCS(C)(=O)=O)N1C(=O)c2ccccc2C1=O (stereo not drawn)	91
COc1ccc(N2CCN(c3oc(-c4ccco4)nc3C#N)CC2)cc1	77
O=C(CN1CCCCC1)Nc1cccc(Br)c1	94

More entries:
structure	SK-BR-3 tox 24h
C=C(CC)C(=O)c1ccc(OCC(=O)O)c(Cl)c1Cl	100
COc1ccc(OCCn2c(=N)n(CCO)c3ccccc32)cc1	90
COC(=O)C1=C(CN2CCN(C)CC2)NC(=O)NC1c1cc(C)ccc1C (stereo not drawn)	77
COCCn1c(SCC(=O)NCc2cccs2)nnc1-c1ccc(OC)cc1	84
Cc1cc(C)c2c(n1)nn1c(N3CCN(c4ccccc4)CC3)cc(C)nc21	105
COc1ccc(N2CCN(C(=O)CSc3ncnc4c3cnn4-c3ccccc3C)CC2)cc1	88
COC(=O)[C@H](C)NC(=O)Nc1cc(OC)ccc1OC	97
NS(=O)(=O)c1ccc(NC(=O)CN2CCCCC2)cc1	105
N=c1c2c(-c3ccccc3)c(-c3ccccc3)n(Cc3ccccc3)c2ncn1CCCn1ccnc1	51
CCc1nc(N2CCCC2C(=O)O)c2oc3ccccc3c2n1 (stereo not drawn)	85
O=C(CSc1nnc(-c2cccnc2)n1Cc1ccco1)NCc1ccc2c(c1)OCO2	88
Cc1ccc(NC(=O)C2C(=O)N(CCO)C3(C)CC2c2ccccc2O3)cc1 (stereo not drawn)	109
COc1ccccc1NC(=O)N(Cc1ccco1)Cc1cc2cccc(C)c2[nH]c1=O	69
c1ccc(-n2ncc3c(NCc4ccccn4)ncnc32)cc1	98
CCOc1ccc(C(CC(=O)O)NC(=O)c2ccco2)cc1OC (stereo not drawn)	108
O=C(CCCC(=O)N1CCCc2ccccc21)N1CCCc2ccccc21	91
CCOc1cc(C2c3c(oc4cc(C)c(Cl)cc4c3=O)C(=O)N2Cc2ccco2)ccc1O (stereo not drawn)	83
O=C(Nc1ccc(NC(=O)c2ccco2)nc1)c1cccnc1	102
CN(C)CC(O)COc1ccc(-c2ccc(C#N)cc2)cc1 (stereo not drawn)	88
COc1ccccc1N(CC(=O)Nc1c(C)cccc1C)S(C)(=O)=O	86

Bioassay records as filed in PubChem BioAssay.
